Source: PubChem
TROY signal inh: inhibitors of TROY-driven NF-kB signaling, primary screen, Q293 LMP1-TROYcd cells, NF-kB luciferase, uHTS. hit rate 0.98% among 360,000. Q293 LMP1-TROYcd NF-kB luciferase reporter, 4 h. inhibition, % at 10 µM;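 active means compounds whose plate-normalised and pattern-corrected inhibition of the luciferase reporter signal at the single screening dose is 50% or more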
NOD2 RIPK2 PPI: NOD2-RIPK2 binding disruptors in cells, primary screen, fluorescence, CHO cells, BLA complementation. CCF4 ratio. inhibition, % at 4.98 µM. Receptor-interacting serine/threonine-protein kinase 2 (Homo sapiens), O43353. hit rate 0.38% among 360,000; in the data active means inhibition above about 21%;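 further: 0% = vehicle only and 100% = reference blocker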
SRC2 inh: inhibition of GAL4-SRC2 driven luciferase reporter, primary screen, SRC2 inhibitor project, cell-based, luminescence | Nuclear receptor coactivator 2 (Homo sapiens), Q15596 | HEK293 GAL4-SRC2 luciferase reporter | inhibition, % at 9 µM | hit rate 0.17% among 370,000 | AID 651957, 2012;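 active means inhibition above the mean inhibition of all tested compounds plus 3 SD, set per campaign, cut at about 52% in these data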;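 further: 0% = DMSO treated cells and 100% = cells given Gossypol at 36 µM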
Target sequence (Q15596 whole entry, looked up, the tested form may be a part): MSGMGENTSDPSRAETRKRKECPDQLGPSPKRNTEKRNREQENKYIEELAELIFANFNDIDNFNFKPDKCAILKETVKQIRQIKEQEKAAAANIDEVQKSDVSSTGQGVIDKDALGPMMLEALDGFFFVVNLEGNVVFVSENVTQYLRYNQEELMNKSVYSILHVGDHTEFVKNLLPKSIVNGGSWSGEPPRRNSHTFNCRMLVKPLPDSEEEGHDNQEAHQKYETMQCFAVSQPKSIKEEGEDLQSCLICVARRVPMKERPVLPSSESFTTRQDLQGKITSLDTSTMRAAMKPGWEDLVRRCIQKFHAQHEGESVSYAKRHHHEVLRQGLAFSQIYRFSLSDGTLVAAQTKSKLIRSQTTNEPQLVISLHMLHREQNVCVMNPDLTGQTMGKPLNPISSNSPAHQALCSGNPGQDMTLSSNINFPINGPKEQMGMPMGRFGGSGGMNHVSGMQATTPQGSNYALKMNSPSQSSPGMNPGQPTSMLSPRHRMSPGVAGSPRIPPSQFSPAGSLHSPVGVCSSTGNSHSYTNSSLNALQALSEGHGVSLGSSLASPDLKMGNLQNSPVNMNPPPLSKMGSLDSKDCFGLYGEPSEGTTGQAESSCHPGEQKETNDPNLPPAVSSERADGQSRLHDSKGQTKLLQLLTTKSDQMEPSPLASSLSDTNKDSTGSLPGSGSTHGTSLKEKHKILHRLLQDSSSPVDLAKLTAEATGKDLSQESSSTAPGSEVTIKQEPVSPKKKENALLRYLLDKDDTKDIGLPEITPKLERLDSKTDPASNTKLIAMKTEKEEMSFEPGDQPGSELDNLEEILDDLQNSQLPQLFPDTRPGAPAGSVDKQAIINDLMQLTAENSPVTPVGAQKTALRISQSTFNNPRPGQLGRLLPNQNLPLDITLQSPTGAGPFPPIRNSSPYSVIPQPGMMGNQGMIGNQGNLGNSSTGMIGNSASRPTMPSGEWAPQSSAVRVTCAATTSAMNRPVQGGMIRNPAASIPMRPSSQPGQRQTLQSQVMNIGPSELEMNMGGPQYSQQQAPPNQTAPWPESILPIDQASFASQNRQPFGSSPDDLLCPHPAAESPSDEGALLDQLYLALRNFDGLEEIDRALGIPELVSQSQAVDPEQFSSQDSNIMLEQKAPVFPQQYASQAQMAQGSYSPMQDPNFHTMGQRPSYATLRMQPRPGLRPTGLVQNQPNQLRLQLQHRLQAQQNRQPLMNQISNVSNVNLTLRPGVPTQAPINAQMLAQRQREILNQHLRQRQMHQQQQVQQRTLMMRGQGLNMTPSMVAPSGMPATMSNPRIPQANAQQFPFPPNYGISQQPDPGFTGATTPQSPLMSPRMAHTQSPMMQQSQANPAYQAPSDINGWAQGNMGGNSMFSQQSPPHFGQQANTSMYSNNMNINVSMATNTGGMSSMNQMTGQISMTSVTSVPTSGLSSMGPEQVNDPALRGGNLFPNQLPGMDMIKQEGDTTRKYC
TLR9-MyD88 block: inhibitors of TLR9-MyD88 association in cells, primary screen, cell-based, CHO, BLA complementation, fluorescence | inhibition, % at 4.98 µM | AID 504734, 2011 | hit rate 0.21% among 340,000 | CCF4 FRET ratio | Toll-like receptor 9 (Homo sapiens) + Myeloid differentiation primary response protein …;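 active means inhibition above the mean over all tested compounds plus 3 SD, cut at about 21% in these data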;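 further: 0% = DMSO only wells and 100% = clavulanate BLA inhibitor control wells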
NCOA1 inh: SRC1 coactivator transcriptional activity inhibitors, primary screen, cell-based, luminescence; Nuclear receptor coactivator 1 (Homo sapiens), Q15788; HEK293 GAL4-SRC1 luciferase reporter; inhibition, % at 3.6 µM; hit rate 0.12% among 360,000; AID 588354, 2011;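 active means inhibition above the campaign mean plus 3 SD, with each screening campaign given its own cutoff, cut at about 60% in these data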;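 further: 0% = DMSO treated cells and 100% = gossypol at 36 µM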
COUP-TFII inh: NR2F2 transcriptional activity inhibitors, primary screen, cell-based, luciferase reporter, HEK293T, luminescence | COUP transcription factor 2 (Homo sapiens), P24468 | HEK293T NGFI-A luciferase reporter | inhibition, % at 8.6 µM | hit rate 0.7% among 370,000;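 active means inhibition above a per-plate cutoff, mean inhibition of test wells between control levels plus 3 SD, cut at about 38% in these data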;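 further: cells cotransfected with COUP-TFII expression vector driving the NGFI-A reporter; 0% = median of COUP-TF2 test wells and 100% = reporter-only cells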
NCOA3 inh: SRC3 coactivator transcriptional activity inhibitors, primary screen, cell-based, luminescence; Nuclear receptor coactivator 3 (Homo sapiens), Q9Y6Q9; HEK293 GAL4-SRC3 luciferase reporter; inhibition, % at 3.6 µM; hit rate 0.17% among 360,000;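 active means inhibition above a per-campaign cutoff, the mean of all compounds plus 3 SD, cut at about 60% in these data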;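 further: 0% = DMSO-treated cells and 100% = gossypol-treated cells at 36 µM; higher means less SRC3-driven luciferase light from the GAL4 reporter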
EBV LMP1 NFkB: EBV LMP1-driven NF-kappaB luciferase reporter inhibitors, primary screen, cell-based, luminescence, single point. LMP1-induced NF-kappaB luciferase reporter cells. inhibition, % at 12.5 µM. hit rate 0.69% among 350,000. AID 504558, 2011; in the data active means inhibition above about 41%;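 further: 0% = neutral control wells and 100% = reference inhibitor control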
TWEAK Fn14 block: inhibitors of TWEAK-Fn14 signaling, primary screen, luciferase reporter cells, uHTS; TWEAK-stimulated Fn14 reporter cells, luciferase luminescence, 8 h; inhibition, % at 10 µM; hit rate 2% among 360,000; AID 1159606, 2016; in the data active means inhibition above about 50%
NR5A2 inv ag: LRH-1 (NR5A2) inverse agonists, primary screen, cell-based, luminescence, HEK293T, StAR-luciferase reporter; inhibition, % at 3.6 µM; hit rate 0.13% among 360,000; LRH-1 transfected, 24 h;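 active means inhibition above the mean inhibition of all tested compounds plus 3 SD, cut at about 73% in these data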;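 further: 0% = DMSO wells and 100% = reporter-only cells lacking LRH-1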
C8 TRAIL sens: viability loss with TRAIL in NB7+C8 cells, primary screen, TRAIL sensitizer project, cell-based, ATPlite luminescence. inhibition (viability loss, TRAIL sensitization), % at 10 µM. hit rate 1% among 360,000;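 active means compounds causing at least 50% loss of cell viability in the single-dose screen, relative to plate controls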
* marks the source's active call; other numbers are inactive results; . = not tested or not shown. Not all compounds are listed. The share of hits here may be higher or lower than overall.

1) CCCNC(=O)c1c(NC(=O)C2COc3ccccc3O2)sc2c1CCCC2 (stereo unspecified)
2) Cc1cc(Cl)ccc1OCC(=O)Nc1ccc(CN2CCOCC2)cc1
3) CC(=O)Nc1ccc(NC(=O)COC(=O)c2ccc([N+](=O)[O-])o2)cc1
4) O=C(CN1CCN(CCO)CC1)Nc1ccccc1
5) O=C(O)CCCCNS(=O)(=O)c1ccc(Cl)c(C(F)(F)F)c1
6) O=C(c1ccoc1)N1CCN(c2cc(-c3ccccc3)nc3cc(-c4ccc(Br)cc4)nn23)CC1
7) Cc1ccc(/C=C/C(=O)c2ccccc(=O)c2O)c(C)c1
8) COC(=O)[C@@]1(C)[C@H]2C(=O)N(C)C(=O)[C@H]2[C@H]2CN=C(SCc3ccc(C#N)cc3)N21
assay / compound,1,2,3,4,5,6,7,8
TROY signal inh,-5,15,2,-1,12,0,73*,7
NOD2 RIPK2 PPI,0,4,6,-3,4,4,-9,-7
SRC2 inh,5,15,9,-29,-13,-32,14,-18
TLR9-MyD88 block,1,-2,-6,-2,5,-4,9,-11
NCOA1 inh,-13,-22,-4,1,3,-3,4,0
COUP-TFII inh,10,9,-15,7,-17,-6,9,7
NCOA3 inh,13,17,9,10,4,5,5,0
EBV LMP1 NFkB,1,7,5,-4,-3,-1,14,-13
TWEAK Fn14 block,-5,13,0,11,11,20,87*,17
NR5A2 inv ag,8,-13,46,-14,-28,-16,3,1
C8 TRAIL sens,8,-3,-11,28,-5,39,25,-7

9) CCn1c(SCC(=O)N2CCCCC2C)nc2ccsc2c1=O (stereo unspecified)
10) COc1ccccc1CN=C1Nc2ccccc2CS1
11) Cc1sc(NC(=O)c2ccco2)c(C(c2ccncc2)N2CCOCC2)c1C (stereo unspecified)
12) CCCc1cc(=O)oc2cc(OCC(=O)N3CC[C@@]4(O)CCCC[C@H]4C3)ccc12
13) CCC1=[N+](CC(=O)c2ccc(Br)cc2)CCn2c(C)ccc21
14) O=c1cc(CN2CCN(Cc3ccc(F)cc3)C(CCO)C2)[nH]c2ccccc12 (stereo unspecified)
15) O=C(Nc1cccc(C(=O)Nc2cccc(C(F)(F)F)c2)c1)c1ccc(=O)[nH]c1
16) O=C(NCc1nc(-c2ccc(C(F)(F)F)cc2)no1)Nc1cc(Cl)cc(Cl)c1
assay / compound,9,10,11,12,13,14,15,16
TROY signal inh,-1,-46,0,11,-6,19,5,44
NOD2 RIPK2 PPI,-2,-13,7,-11,-7,4,-4,-5
SRC2 inh,-5,-11,2,-11,-32,-17,1,-7
TLR9-MyD88 block,-8,3,-3,.,-1,-3,2,3
NCOA1 inh,13,-9,7,-70,-23,11,14,4
COUP-TFII inh,18,9,2,-4,-17,14,13,2
NCOA3 inh,6,-8,12,-10,-19,-16,-3,11
EBV LMP1 NFkB,-10,-19,-5,.,-25,-4,-1,3
TWEAK Fn14 block,-3,-17,-22,2,-29,0,16,-15
NR5A2 inv ag,-7,-15,-2,36,-18,8,-12,12
C8 TRAIL sens,36,0,-1,3,19,4,14,-1

17) Cn1ccc(C(=O)NC(=S)Nc2ccc([N+](=O)[O-])cc2O)n1
18) Cc1ccc(OCCCC(=O)Nc2ccc3c(c2)OCO3)cc1
19) COC(c1ccccc1)c1c(-c2ccccc2)nn(C)c1Cl (stereo unspecified)
20) Brc1ccc(-n2cnc(-c3ccccc3)c2)cc1
21) Cc1c(C)n(Cc2ccccc2)c2ccc(C(=O)NCCCN3CCOCC3)cc12
22) CCCCn1c(SCC(=O)Nc2cc(C)on2)nnc1-c1ccncc1
23) O=C(CSCC(=O)N1CCCCC1)Nc1nc(-c2ccc(Cl)s2)cs1
24) Cc1nn(-c2ccccc2)c2c1P(=O)(O)/C(=C1\N(C)c3ccccc3C1(C)C)C=N2
assay / compound,17,18,19,20,21,22,23,24
TROY signal inh,-35,-4,13,-33,-8,-1,45,-14
NOD2 RIPK2 PPI,-8,-1,4,-2,-2,-2,-5,24*
SRC2 inh,-34,12,-1,-52,23,-8,-8,-7
TLR9-MyD88 block,-17,0,-9,-10,-13,10,-8,8
NCOA1 inh,-72,-7,4,-98,5,-51,-28,-3
COUP-TFII inh,-29,5,27,-26,25,-9,-29,3
NCOA3 inh,-100,7,6,-95,5,-10,-37,10
EBV LMP1 NFkB,-28,-1,1,-21,6,-9,1,-8
TWEAK Fn14 block,4,-14,-3,14,-3,9,69*,-9
NR5A2 inv ag,-77,-20,-5,-135,-1,12,-15,-18
C8 TRAIL sens,0,-6,-7,32,15,-20,-10,-13

25) COc1ccc(CN2CC(=O)N(c3ccc(C)c(C)c3)C2=S)cc1OC
26) COc1ccc(-c2sc3ccc(N4CCOCC4)cc3c2C#Cc2ccsc2)cc1
27) O=C(NC(Cc1ccc(O)cc1)C(=O)O)c1ccco1 (stereo unspecified)
28) N#Cc1ccccc1S(=O)(=O)Nc1ccc2c(c1)C(=O)OC2
29) CCCc1cc2c(cc1NC(=O)Cc1ccccc1)OCO2
30) COc1ccc(CCNCC(O)COc2c(C)cccc2C)cc1OC (stereo unspecified)
31) O=C(Cc1ccc(Cl)cc1)NCC(=O)N1CCCCC1
32) COc1ccc(OC)c(S(=O)(=O)Nc2ccccc2C(=O)N2CCCCC2)c1
assay / compound,25,26,27,28,29,30,31,32
TROY signal inh,17,-58,11,3,-6,11,11,8
NOD2 RIPK2 PPI,-4,-13,-10,-15,-15,-1,1,-5
SRC2 inh,-3,-9,0,-20,-25,-18,-7,-17
TLR9-MyD88 block,-2,-2,6,-8,13,3,7,4
NCOA1 inh,-3,-3,0,-14,-4,10,-2,3
COUP-TFII inh,12,-27,-6,-3,8,8,-4,-10
NCOA3 inh,7,-6,-8,6,-4,-44,8,14
EBV LMP1 NFkB,3,-58,-1,-2,6,2,45*,-10
TWEAK Fn14 block,-15,-11,13,12,-7,-11,-5,3
NR5A2 inv ag,-2,-9,-14,-2,4,23,13,-1
C8 TRAIL sens,-4,27,-10,5,3,10,-6,-6

33) Cc1cc(C)cc(NC(=S)N2CCN(C(=O)c3ccco3)CC2)c1
34) COc1cc(NC(=O)c2cc(C)nc3ccccc23)cc(OC)c1
35) CC(C)(C)c1cc(CCC(=O)NCc2ccncc2)cc(C(C)(C)C)c1O
36) CCc1nnc(NC(=O)[C@@H](NC(=O)c2ccc(C(C)(C)C)cc2)C(C)C)s1
37) COc1cc2c(cc1OC)CN(S(=O)(=O)c1ccc3c(c1)OCCO3)CC2
38) Cc1nn(C)c(C)c1NC(=O)COc1ccccc1C#N
39) CC1(C)CC(NC(=O)CCc2ccccc2)CC(C)(C)N1
40) CC(O)(c1ccccc1)c1nc(-c2csc3ccccc23)cs1 (stereo unspecified)
assay / compound,33,34,35,36,37,38,39,40
TROY signal inh,-23,-13,-6,9,-12,9,6,-19
NOD2 RIPK2 PPI,-8,-7,-2,-2,3,-1,2,-3
SRC2 inh,1,-17,.,-9,0,-13,-19,-10
TLR9-MyD88 block,-2,-2,-4,1,10,5,-4,.
NCOA1 inh,-23,-11,0,8,-42,-3,11,2
COUP-TFII inh,15,4,.,6,4,3,-4,-12
NCOA3 inh,16,4,9,8,-17,16,6,4
EBV LMP1 NFkB,6,-3,-6,-1,-3,-11,0,.
TWEAK Fn14 block,-5,-18,-4,-12,4,-3,18,16
NR5A2 inv ag,11,-6,-27,-46,1,13,0,10
C8 TRAIL sens,-12,-1,-22,14,13,-2,-14,-2

Two compounds drawn at random from those above, as already listed:
36) CCc1nnc(NC(=O)[C@@H](NC(=O)c2ccc(C(C)(C)C)cc2)C(C)C)s1
35) CC(C)(C)c1cc(CCC(=O)NCc2ccncc2)cc(C(C)(C)C)c1O
assay / compound,36,35
TROY signal inh,9,-6
NOD2 RIPK2 PPI,-2,-2
SRC2 inh,-9,.
TLR9-MyD88 block,1,-4
NCOA1 inh,8,0
COUP-TFII inh,6,.
NCOA3 inh,8,9
EBV LMP1 NFkB,-1,-6
TWEAK Fn14 block,-12,-4
NR5A2 inv ag,-46,-27
C8 TRAIL sens,14,-22

Following part.
41) CCn1c(CC(=O)Nc2ccccc2Cl)nnc1SCC(=O)NC1CCCC1
42) C=CCc1cccc(/C=N/c2ncn[nH]2)c1O
43) CCO/C(C)=N/n1c2nc3ccccc3nc2c2c(=O)n(C3CCCC3)c(C)nc21
44) COc1ccccc1N1CCN(Cc2ccc(OC)c(OC)c2OC)CC1
45) Cc1ccc(F)cc1-c1cc2nc(NCCCN(C)C)n(C)c(=O)c2s1
assay / compound,41,42,43,44,45
TROY signal inh,-20,16,-5,5,4
NOD2 RIPK2 PPI,-2,-4,2,-2,-1
SRC2 inh,-23,0,-35,12,-10
TLR9-MyD88 block,-3,7,8,-9,.
NCOA1 inh,-16,-9,3,-7,-6
COUP-TFII inh,-4,5,-11,3,-15
NCOA3 inh,-7,8,13,11,3
EBV LMP1 NFkB,0,0,-6,5,.
TWEAK Fn14 block,14,11,11,-17,-6
NR5A2 inv ag,9,-4,1,13,-4
C8 TRAIL sens,7,-10,-3,7,2

Results in NCOA3 inh and SRC2 inh, for some of the entries so far:
#	canonical_smiles	NCOA3 inh	SRC2 inh
45	Cc1ccc(F)cc1-c1cc2nc(NCCCN(C)C)n(C)c(=O)c2s1	3	-10
43	CCO/C(C)=N/n1c2nc3ccccc3nc2c2c(=O)n(C3CCCC3)c(C)nc21	13	-35
44	COc1ccccc1N1CCN(Cc2ccc(OC)c(OC)c2OC)CC1	11	12
42	C=CCc1cccc(/C=N/c2ncn[nH]2)c1O	8	0
